D3 ag = activates the human D3 dopamine receptor | P35462 | D3R DiscoveRx beta-arrestin cells, luminescence, 90 min | max activation, % | 410,000 tested, 0.58% active; in the data active = max activation above about 30%; also: 0% is about no effect; mostly tested at two doses, the higher about 12 µM
Target sequence (P35462 whole entry, looked up): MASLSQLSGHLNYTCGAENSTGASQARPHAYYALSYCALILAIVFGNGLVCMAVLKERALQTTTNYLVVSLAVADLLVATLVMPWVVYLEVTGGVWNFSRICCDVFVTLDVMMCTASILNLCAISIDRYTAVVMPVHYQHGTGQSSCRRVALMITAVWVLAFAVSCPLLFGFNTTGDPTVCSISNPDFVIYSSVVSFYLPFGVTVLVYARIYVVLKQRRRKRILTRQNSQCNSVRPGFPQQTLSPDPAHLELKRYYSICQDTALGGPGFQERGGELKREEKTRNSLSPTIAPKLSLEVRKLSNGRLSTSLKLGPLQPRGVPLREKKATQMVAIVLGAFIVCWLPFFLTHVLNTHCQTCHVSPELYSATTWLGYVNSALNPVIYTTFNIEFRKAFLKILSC
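Agonist mode: compounds and dopamine controls were applied to plated cells for 90 min at 37 degrees C after an overnight attachment at 1500 cells/well. Luminescent read-out followed 30 - 60 minutes at room temperature with DiscoveRx detection reagent.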
HT1080 IDH1KD tx = HT-1080 IDH1 knockdown cell toxicity (counter line) | 360,000 tested, 2% active | HT-1080 IDH1 knockdown viability, ATP luminescence, 48 h | Potency, µM (doses to about 46.1 µM), inactives show at the highest dose activity, negative = toxicity, most hits filed as cytotoxic | AID 686971;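 also: potency is read from the fitted curve at half-maximal effect; 0% = DMSO wells and -100% = cell-free medium wells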
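Cytotoxicity counter-line: IDH1KD HT-1080, 48 h, CellTiter-Glo. Curves classed by r2, magnitude and activity.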
MCF10A rereplic = DNA re-replication induction in MCF 10a cells; MCF 10A DNA re-replication, Hoechst nuclear intensity, 48 h; Potency, µM (series often up to 46.1 µM), for inactives: top-dose activity, positive = re-replication, actives largely listed as activators; 350,000 tested, 2.9% active; AID 624296; also: potency is read from the fitted curve at half-maximal effect; % of control where 0% means no effect; nearly all actives have a fitted effect of over 50% in size
GLP1R cytotox = cytotoxicity counter-screen for GLP-1 receptor inverse agonists; Potency, µM (series often up to 38.3 µM), without a hit: at the top dose activity change, negative = inhibition, usual class: inhibitors; 410,000 tested, 0.13% active; AID 624418; HEK293 cAMP-luciferase reporter cells, luminescence, 24 h;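 also: loss of luciferase light is scored as toxicity; potency is read from the fitted curve at half-maximal effect; % is scaled to controls: 0 for no effect and ±100 for the full control effect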
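A 23 nL compound transfer followed 12 hours of cell culture at 37 deg C; exposure then lasted 24 hr. Luciferase assay detection reagent was dispensed and plates read for luminescence after a 12 min room-temperature wait.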
KB-V1 MDR tox = KB-V1 MDR subline cytotoxicity; KB-V1 MDR cells viability, CellTiter-Glo, 72 h; Potency, µM (top dose mostly 46.1 µM), for inactives: at the top dose activity change, negative = cytotoxicity, most hits filed as cytotoxic; 400,000 tested, 3.4% active; AID 1347076; also: potency is read from the fitted curve at half-maximal effect; % is scaled to controls: 0 for no effect and ±100 for the full control effect; nearly all actives have a fitted effect of over 60% in size
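Compound-treated KB-V1 multidrug-resistant cells, 72 h, 37 degrees C; viability by CellTiter-Glo. Fitted qHTS curves give the values.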
HT1080NT lethal = kills 2HG-producing HT-1080-NT fibrosarcoma cells | Potency, µM (highest dose often 46.1 µM), inactives show at the top dose activity, negative = less viability, hits mostly cytotoxic | 360,000 tested, 1.6% active | HT-1080-NT fibrosarcoma viability, CellTiter-Glo ATP luminescence, 48 h;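 also: NT is the 2HG producing partner of a matched IDH1 knockdown line; potency is read from the fitted curve at half-maximal effect; 0% = DMSO-treated cells and -100% = media-only wells without cells; nearly all actives have a fitted effect of over 55% in size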
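Read-out is CellTiter-Glo luminescence after 10 minutes at room temperature, following 48 hours' compound treatment of HT-1080-NT cells (750 cells/well, RPMI, 5% FBS, 37 degrees C).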
IL1B secr inh = inflammasome signaling inhibition, IL-1 beta readout; THP-1 LPS/ATP IL-1B secretion, AlphaLISA, 16 h; hits give low values; activity change, % at 57.5 µM; 360,000 tested, 4.7% active; AID 743279; in the data active = activity change below about -50%; inconclusive = mostly about -30% to -49%; also: % is scaled to controls: 0 for no effect and ±100 for the full control effect
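Secreted IL-1B measured by AlphaLISA bead assay after 16 h compound exposure of THP-1 cells; compounds (final up to 57.5 uM) added 1 h before LPS (250 ng/mL) and ATP (1.25 mM) stimulation; lower signal means less secretion.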
SW480 rereplic = DNA re-replication induction in SW480 cells; 340,000 tested, 1.8% active; Potency, µM (doses to about 46.1 µM), for inactives: at the top dose re-replication activation, most hits filed as activators; SW480 DNA re-replication, Hoechst DNA content imaging, 48 h; AID 624297; also: potency is read from the fitted curve at half-maximal effect; % of control where 0% means no effect; nearly all actives have a fitted effect of over 55% in size
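First, 250 cells per well were seeded. Next, compound or vehicle (23 nL) was pinned in, plates sat 48 hr at 37 C. Finally Hoechst was added for 40 min before fluorescence scanning.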
KB-3-1 tox = kills parental KB-3-1 adenocarcinoma cells; AID 1347075; KB-3-1 viability, CellTiter-Glo ATP luminescence, 72 h; Potency, µM (series often up to 46.1 µM), inactives show top-dose activity change, negative = cytotoxic, hits mostly cytotoxic; 400,000 tested, 1.4% active; also: potency is read from the fitted curve at half-maximal effect; % is scaled to controls: 0 for no effect and ±100 for the full control effect; nearly all actives have a fitted effect of over 60% in size
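Parental KB-3-1 adenocarcinoma cells in phenol-red-free DMEM with 10% FBS were pin-treated with compounds at several concentrations, incubated 72 h at 37 °C, and viability read by CellTiter-Glo luminescence; concentration-effect curves were fitted after normalization.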
* = called active by the depositor; ? = inconclusive; / = not tested or not shown; & = joins results of further samples; [ ] = dose if it differs, or a comment. Unless noted, calls follow the shape of the dose curve; as a rule, active = well fitted curve in the direction sought with a large enough effect; inconclusive = small, poorly fitted or top-dose-only effect, or another doubt; inactive = no such curve, though single readings can be large; an effect the other way counts as inactive or inconclusive.

SMILES	D3 ag	HT1080 IDH1KD tx	MCF10A rereplic	GLP1R cytotox	KB-V1 MDR tox	HT1080NT lethal	IL1B secr inh	SW480 rereplic	KB-3-1 tox
Cc1ccc(S(=O)(=O)N2CCCCC2)cc1NC(=O)c1ccco1	0	-2%	/	-10%	-11%	-13%	-17	/	-4%
COc1ccccc1-c1c(C)nn2c(N)c(-c3ccc(Cl)cc3)cnc12	6	12%	0%	0%	0%	11%	-16	0%	2%
COc1ccc(NC(=O)COc2ccc3c(c2)OCO3)cc1	2	-2%	?	-3%	-24%	-3%	-24	?	-26%
Cc1ccc(S(=O)(=O)N2CCCC(C(=O)NC3CC3)C2)cc1 (stereo not drawn)	2	10%	-9%	-3%	0%	24%	1	-5%	7%
O=C(OC(C(=O)NCc1ccc2c(c1)OCO2)c1ccc(Cl)cc1)c1ccco1 (stereo not drawn)	-5	2%	-11%	7%	-12%	-2%	8	-2%	9%
CCN(CC(=O)Nc1ccc(NC(C)=O)cc1)C(=O)c1ccc(S(=O)(=O)N2CCCC2)cc1	-2	-6%	3%	-2%	0%	3%	0	3%	-1%
CN(CC(=O)Nc1cccc(F)c1)C(=O)c1ccc(OCc2cn3ccccc3n2)cc1	2	-8%	-5%	6%	-14%	-12%	-2	1%	-7%
COC(=O)c1sccc1NC(=O)/C=C/c1ccc(Cl)cc1	2	9%	-1%	9%	?	0%	0	?	-16%
CCCCn1c(N)c(N(CC)C(=O)c2cc3c(s2)CCCCC3)c(=O)[nH]c1=O	-11	-7%	2%	-8%	4%	-2%	-3	1%	11%
COCCNC(=O)COc1ccc(C)c(C)c1	-9	-12%	0%	-10%	24%	0%	8	-5%	-10%
Nc1c(C(=O)NC2CCCC2)c2nc3ccccc3nc2n1N	-1	-29%	?	60%[activator]	-11%	-22%	-4	2%	-6%
CC1CCC(NC(=O)c2ccc(CS(=O)(=O)Cc3ccccc3F)o2)CC1 (stereo not drawn)	-5	-10%	?	-2%	?	-3%	-18	2%	-2%
CC(C)N(C(=O)[C@H]1C[C@H](CC(=O)NCCCn2ccnc2)C(=O)N2CCc3c([nH]c4cc(-c5ccco5)ccc34)[C@]12C)C(C)C	-2	11%	2%	0%	?	6%	0	-1%	0%
Cc1ccc([N+](=O)[O-])cc1S(=O)(=O)n1ccnc1C	-10	-31%	17%	-1%	3%	-8%	2	20%	17%
CNC(=O)c1[nH]cnc1C(=O)Nc1ccccc1OC	-1	3%	-2%	-1%	-2%	16%	-19	-14%	?
CC(=O)NNC(=O)N1Cc2ccccc2Oc2ccc(Cl)cc21	-2	8%	?	-1%	28%&-2%	-16%	8	-54%[inhibitor]	?
COCCNC(=O)C(NC(=O)C1CCC(C)CC1)C(C)C (stereo not drawn)	-5	-1%	-4%	-44%	0%	3%	41	23%	1%
Cc1nc(NC(=O)c2cnccn2)ccc1Br	2	9%	3%	-7%	10%	-4%	26	1%	-27%
CN(C(=O)COC(=O)c1c[nH]c2ccccc12)c1ccccc1	-5	14%	/	-12%	-11%	0%	-21	/	7%
N#Cc1ccc(C(=O)OCc2cccc(S(=O)(=O)N3CCOCC3)c2)cc1	7	5%	?	4%	?	1%	13	-3%	6%
CCOC(=O)c1c(NC(=O)c2ccc(S(=O)(=O)N3CCCC(C)C3)cc2)sc2c1CC(C)(C)NC2(C)C (stereo not drawn)	-14	/	/	39%[activator]	0%	/	/	/	0%
Cc1c([N+](=O)[O-])ccc(S(=O)(=O)N2CCC(C(N)=O)CC2)c1C	-6	10%	18%	85%[activator]	-9%	11%	0	-1%	-6%
Cc1ccc(SCc2cc(=O)[nH]c(N3CCN(C)CC3)n2)cc1	-20	4%	-3%	-7%	-2%	0%	16	-8%	16%
Clc1ccc(N/N=C/c2ccncc2)cc1Cl	-1	?	6%	9%	?	-24%	-20	-5%	-21%
COc1cccc(NC(=O)N(C)C[C@@H]2Oc3cc(Br)ccc3S(=O)(=O)N([C@@H](C)CO)C[C@H]2C)c1	-1	6%	/	-6%	?	9%	8	/	6%

Later entries
SMILES	D3 ag	HT1080 IDH1KD tx	MCF10A rereplic	GLP1R cytotox	KB-V1 MDR tox	HT1080NT lethal	IL1B secr inh	SW480 rereplic	KB-3-1 tox
O=C(NCc1ccccc1)c1ccc2c(c1)N(Cc1ccc(F)cc1)CCS2	-16	/	/	-1%	-18%	/	/	/	?
CC(C)(C)c1ccc(OCC(=O)Nc2cccc(S(=O)(=O)NC3=NCCCCC3)c2)cc1	-2	-15%	3%	-3%	9%	-6%	26	0%	2%
CC(NC(=O)COc1ccc(S(=O)(=O)N2CCCC2)cc1)c1ccccc1 (stereo not drawn)	-1	-3%	-7%	4%	-11%	0%	17	-2%	23%
CN(C)c1ccc(C2Nc3cccc4cccc(c34)N2)cc1	-1	1%	16%	-15%	4%	-4%	10	-4%	?
CC(=O)Nc1ccc(CCCCc2ccc(NC(C)=O)cc2)cc1	6	-16%	14%	-9%	-2%	0%	21	6%	-5%
O=C(/C=C/NCc1ccc(F)cc1)c1ccccc1	2	?	?	6%	-1%	-1%	?	-3%	8%
Cc1ccccc1N1C(S)=C(C#N)C(=O)NC1c1ccco1 (stereo not drawn)	2	0%	-2%	-10%	0%	13%	7	-5%	8%
O=C(NNC(=O)c1ccc(S(=O)(=O)N2CCOCC2)cc1)c1ccccc1	-1	12%	2%	5%	1%	5%	2	-8%	9%
CC(=O)N1c2ccccc2Nc2ccccc21	4	24%	?	-8%	15%	23%	0	-9%	4%
Cn1c(=NC(=O)c2ccccc2[N+](=O)[O-])sc2cccc(F)c21	2	4%	0%	2%	-1%	8%	-9	28%	2%
COc1ccc(CN2C[C@@H](CO)O[C@@H](n3cnc4c(NCc5ccncc5)ncnc43)C2)cc1	7	6%	/	8%	3%	12%	30	/	0%
CC1=C(C(=O)N2CCCCCC2)CC(CC(=O)NC(c2ccccc2)c2ccccc2)C(=O)N1CCC1=CCCCC1 (stereo not drawn)	-13	?	/	?	16µM*	?	?	/	?
O=C(Cn1cc2c(n1)CCCC2)Nc1cc(-c2cccc(Cl)c2)no1	3	8%	21%	0%	-6%	14%	120	8%	-3%
O=C(NNc1c([N+](=O)[O-])cc(C(F)(F)F)cc1[N+](=O)[O-])c1ccco1	-2	?	-2%	?	0%	21µM*	0	-10%	-5%
O=C(N/N=C/c1cc([N+](=O)[O-])c(N2CCOCC2)cc1N1CCOCC1)c1cccnc1	6	-11%	-11%	13%	17%	3%	-3	1%	26%
CC(C)CC1NC(=O)N(CC(=O)NC2CCCCC2)C1=O (stereo not drawn)	2	12%	-8%	-2%	20%	13%	7	-7%	6%
COCCNc1nc(Oc2ccc(CC(=O)OC)cc2)c2sc(-c3ccccc3)cc2n1	-7	-15%	/	-13%	4%	-3%	4	/	0%
COc1ccccc1NC(=O)c1ccc2nc(C)c(C)nc2c1	6	0%	5%	2%	-25%	3%	-13	0%	-14%
O=C(c1ccc(Cl)c(S(=O)(=O)N2CCCC2)c1)N1CCN(c2ccccc2F)CC1	-3	-5%	0%	0%	1%	-27%	-1	-2%	?
O=C(O)Cc1cn(-c2ccccc2)nc1-c1ccccc1	20	15%	0%	-8%	0%	15%	-6	?	4%
CCOC(=O)C1(CC)CC(CSc2nc3ccccc3[nH]2)OC1=O (stereo not drawn)	-1	2%	6%	-7%	4%	3%	14	-1%	1%
O=C(c1cccc(S(=O)(=O)N2CCc3ccccc32)c1)N1CCOCC1	-9	12%	-7%	-1%	/	-3%	-9	-2%	/

Part of the list above in order of formula weight, falling.
SMILES	D3 ag	HT1080 IDH1KD tx	MCF10A rereplic	GLP1R cytotox	KB-V1 MDR tox	HT1080NT lethal	IL1B secr inh	SW480 rereplic	KB-3-1 tox
CC(C)(C)c1ccc(OCC(=O)Nc2cccc(S(=O)(=O)NC3=NCCCCC3)c2)cc1	-2	-15%	3%	-3%	9%	-6%	26	0%	2%
O=C(NNC(=O)c1ccc(S(=O)(=O)N2CCOCC2)cc1)c1ccccc1	-1	12%	2%	5%	1%	5%	2	-8%	9%
CC(=O)N1c2ccccc2Nc2ccccc21	4	24%	?	-8%	15%	23%	0	-9%	4%

Molecules from the list above that contain an aryl thioether with sulfur outside any ring:
SMILES	D3 ag	HT1080 IDH1KD tx	MCF10A rereplic	GLP1R cytotox	KB-V1 MDR tox	HT1080NT lethal	IL1B secr inh	SW480 rereplic	KB-3-1 tox
Cc1ccc(SCc2cc(=O)[nH]c(N3CCN(C)CC3)n2)cc1	-20	4%	-3%	-7%	-2%	0%	16	-8%	16%
CCOC(=O)C1(CC)CC(CSc2nc3ccccc3[nH]2)OC1=O (stereo not drawn)	-1	2%	6%	-7%	4%	3%	14	-1%	1%

Among those listed so far, these have a thiophene ring, fused or not.
SMILES	D3 ag	HT1080 IDH1KD tx	MCF10A rereplic	GLP1R cytotox	KB-V1 MDR tox	HT1080NT lethal	IL1B secr inh	SW480 rereplic	KB-3-1 tox
COC(=O)c1sccc1NC(=O)/C=C/c1ccc(Cl)cc1	2	9%	-1%	9%	?	0%	0	?	-16%
CCCCn1c(N)c(N(CC)C(=O)c2cc3c(s2)CCCCC3)c(=O)[nH]c1=O	-11	-7%	2%	-8%	4%	-2%	-3	1%	11%
CCOC(=O)c1c(NC(=O)c2ccc(S(=O)(=O)N3CCCC(C)C3)cc2)sc2c1CC(C)(C)NC2(C)C (stereo not drawn)	-14	/	/	39%[activator]	0%	/	/	/	0%
COCCNc1nc(Oc2ccc(CC(=O)OC)cc2)c2sc(-c3ccccc3)cc2n1	-7	-15%	/	-13%	4%	-3%	4	/	0%

Screening data deposited in PubChem by National Center for Advancing Translational Sciences (NCATS).
